Source: PubChem (several laboratories)
XIAP antagonists = small molecules displacing peptide from XIAP – biochemical, IAP family, fluorescence polarization (AID 1018); XIAP BIR domain, fluorescence polarization peptide displacement; higher % means a stronger effect; displacement, % at 20 µM, or IC50 in µM where a hit was titrated; 0.007% of 200,000 active; in the data active means displacement above about 50%; further: a part of the inactive calls stands beside numbers as strong as those of hits
P. falciparum M1AAP = P. falciparum M1AAP inhibitors, biochemical, fluorogenic H-Leu-NHMec substrate, 1536-well (AID 1445). recombinant M1AAP, H-Leu-NHMec fluorogenic kinetic assay; higher % means a stronger effect. inhibition, % at 30 µM; hits with a dose series show IC50 in µM. 0.42% of 220,000 active;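 active means primary inhibition above the hit cutoff, then over 50% inhibition at one or more dose response concentrations, cut at about 23% in these data, passing the limit was not always enough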;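 further: plate controls were DMSO full reaction for no effect and no enzyme background for full effect; strong numbers were not always called active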
M17LAP inhibition = P. falciparum M17LAP inhibitors, primary screen, biochemical, fluorogenic H-Leu-NHMec substrate, 1536-well (AID 1619). recombinant M17LAP, H-Leu-NHMec fluorogenic kinetic assay; higher % means a stronger effect. inhibition, % at 30 µM; hits with a dose series show IC50 in µM. 0.38% of 220,000 active;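 active means compound inhibiting the enzyme by more than half at any dose during confirmatory dose-response retesting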;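 further: plate controls were full reaction with DMSO carrier for no effect and no enzyme background for full effect; strong numbers were not always called active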
TNAP activators = human TNAP enzyme activators, primary screen, biochemical, luminescent, no phosphate acceptor, uHTS (AID 1001). 0.03% of 200,000 active. activation fold at 20 µM; hits with a dose series show EC50 in µM. purified TNAP, luminescent activation assay, no phosphate acceptor; higher activation fold means a stronger effect; in the data active means activation fold from about 3, or a potency from the dose series; inactive means the rest, 99 in 100 with activation fold below about 1.6; further: many of its hits are not listed in these tables
PMI inhibition = MPI inhibition at elevated mannose 6-phosphate – biochemical, fluorescence intensity, high mannose 6-phosphate, primary screen (AID 1220); one-dose inhibition, % at 20 µM; IC50 in µM for titrated hits; 0.66% of 190,000 active; recombinant PMI enzyme, coupled fluorescence intensity; higher % means a stronger effect
UTI89 phage lysis = protection from phage-mediated lysis, alamar blue read-out – E. coli UTI89, K1F phage, bacterial capsule biogenesis inhibitors (AID 488966) | inhibition, % at 100 µM, or IC50 in µM where a hit was titrated | 0.02% of 340,000 active | E. coli UTI89 K1F phage lysis, alamar blue, 2 h; higher % means a stronger effect;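 active means phage lysis inhibition, versus mean bacterial control, above a set limit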;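 further: capsule biogenesis inhibitors block K1F phage lysis so surviving cells raise fluorescence; higher fluorescence means more inhibition of phage lysis; actives were called in the ten point dose series up to 300 µM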
Hep lipid drop = modulators of hepatic lipid droplet formation | AML12 mouse hepatocytes, oleate lipid droplets, BODIPY imaging | inhibition, % at 6.5 µM | 0.4% of 240,000 active | AID 1656;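 active means lipid droplet intensity inhibited by at least 50%, with more than 500 cells counted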
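Material: mouse AML12 hepatocyte cell line, fixed after treatment; Timing: compound with oleate, overnight; Technique: high-content imaging of BODIPY-stained droplets and DAPI nuclei; Probe or stimulus: oleate, 100 µM final; Dosing: compound at 6.5 µM only.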
PMI inhibitors = MPI enzyme activity inhibition – biochemical, fluorescence intensity, coupled assay, primary screen (AID 1209) | purified PMI enzyme, coupled fluorescence intensity; higher % means a stronger effect | one-dose inhibition, % at 20 µM; IC50 in µM for titrated hits | 0.42% of 190,000 active;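 further: plate controls were DMSO vehicle for no effect and wells lacking substrate for full effect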
SIAH1 antagonists = Siah-1 peptide-binding antagonists, primary screen, biochemical, fluorescence polarization, rhodamine-plectin, uHTS (AID 1817); one-dose displacement, % at 20 µM; IC50 in µM for titrated hits; 0.02% of 290,000 active; Siah-1 / rhodamine-plectin peptide fluorescence polarization; higher % means a stronger effect;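 active means displacement of at least 50% at 20 µM, with a fluorescence ratio check between 0.3 and a set limit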;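 further: plate controls were Siah plus tracer with DMSO for no effect and tracer alone without Siah for full effect; strong numbers were not always called active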
Hep lipid drop cells 6.5 µM = further read-out of Hep lipid drop, marked with its call; cell count; measured here: cell count, cytotoxicity flag;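 cells counted across two imaged fields per well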
* = called active by the depositor; / = not tested or not shown; [ ] = another dose, or the depositor's remark. Unless noted, no stated cut-off is given here; in the data, active means inhibition above about 50%; inactive means the rest.

SMILES	XIAP antagonists	P. falciparum M1AAP	M17LAP inhibition	TNAP activators	PMI inhibition	UTI89 phage lysis	Hep lipid drop	Hep lipid drop cells 6.5 µM	PMI inhibitors	SIAH1 antagonists
COC(=O)c1cc(NS(=O)(=O)c2ccc(C)c3ccccc23)ccc1N1CCOCC1	/	5%	2%	/	/	-0.8%	2	652	/	-3%
COc1cccc(CC2(CO)CCCN(Cc3ccccc3-c3ccco3)C2)c1 (stereo not given)	-3.5%	8%	3%	1.1	17%	-0.1%	-3	714	11%	-6%
CS(=O)(=O)N(Cc1ccc(C(=O)NC2CCCCC2O)cc1)c1ccccc1 (stereo not given)	-1.9%	5%	-10%	1.1	1%	0.3%	/	/	-6%	0%
O=C1NC2(CCCCC2)C(=O)N1/N=C/c1ccccc1Br	-4.4%	-1%	-1%	1.1	6%	-0.1%	15	714	1%	11%
C=CCNC(=O)c1onc(CSc2ccccc2)c1C(=O)O	-5.2%	-2%	17%	1.1	-11%	0.7%	/	/	-9%	2%
COc1ccc(-c2cc(=O)oc(-c3cccc(C)c3)n2)cc1	/	8%	0%	/	/	0.3%	2	730	/	-8%
c1ccc(Cn2c(-c3cncs3)nc3ccccc32)cc1	-6.1%	2%	0%	1	2%	1.4%	-2	721	8%	-1%
Cc1ccc(C(=O)NNC(=O)C2CCN(Cc3ccc(Cl)c(Cl)c3)CC2)cc1	-2.2%	2%	0%	1.1	-3%	0.0%	/	/	-3%	2%
c1cn2cc(-c3ccc4c(c3)OCO4)nc2s1	-7.5%	21%	12%	1	-10%	0.8%	/	/	-10%	-2%
COc1ccc(CN2CCCC2C(=O)Nc2ccc(OC)c(OC)c2)cc1OC (stereo not given)	3.7%	1%	-3%	1.1	1%	-0.4%	/	/	-3%	-1%
CCOC(=O)CSc1cc(CS(C)(=O)=O)nc(-c2ccccn2)n1	-2.7%	6%	7%	1.1	-8%	4.4%	16	721	-4%	0%
O=C(NNS(=O)(=O)c1ccc([N+](=O)[O-])cc1)c1cnn(-c2ccccc2)c1-n1cccc1	-3.1%	4%	-2%	1	-7%	0.6%	32	758	-3%	5%
CN1CCN(CC(O)COc2ccc(OCC(O)CN3CCN(C)CC3)cc2)CC1 (stereo not given)	-1.0%	1%	1%	1.1	-2%	0.2%	-10	707	1%	1%
CC1CCN(S(=O)(=O)c2cccc(C(=O)NCc3ccco3)c2)CC1	-3.9%	-2%	-1%	1	-4%	-0.1%	-17	722	-2%	-3%
CCCc1cc(=O)n2[nH]c(-c3ccco3)nc2n1	-2.7%	2%	34%	1.2	3%	5.0%	17	746	-4%	11%
COc1cc2ccccc2cc1C(=O)NCC(c1cccs1)N(C)C (stereo not given)	-12%	-3%	2%	1	3%	8.9%	28	684	5%	-5%
O=C(NC1CCCCCCC1)c1ccc(S(=O)(=O)N2CCCC2)cc1	-4.8%	2%	3%	1.2	0%	0.4%	/	/	-1%	4%
CCOC(=O)c1oc2ccc(OC)cc2c1NC(=O)CN1CCN(C)CC1	-5.8%	11%	-3%	1	-1%	0.1%	12	801	5%	0%
COC(CNC(=O)C1CCCN(S(=O)(=O)c2c(C)noc2/C=C/c2cccs2)C1)OC (stereo not given)	-3.6%	9%	7%	1.1	10%	0.7%	9	654	11%	2%
CS(=O)(=O)N(CC(=O)NCCSCc1c(F)cccc1Cl)c1ccc2c(c1)OCO2	-6.9%	6%	-7%	1.1	3%	-0.9%	-9	663	8%	2%
COc1cc(C(=O)NCCCN2CCCC2=O)cc(OC)c1OC	-1.1%	2%	4%	1.1	2%	0.0%	-4	726	-2%	7%
Cn1c(=O)cc(OCCCC(=O)NCCCN2CCN(Cc3ccccc3)CC2)c2ccccc21	-13%	1%	11%	1.1	6%	0.2%	/	/	5%	-5%
CCCCNC(=S)NNc1c(Cl)cc(Cl)cc1Cl	-2.6%	3%	-7%	1.1	0%	0.0%	-17	676	-2%	0%
Oc1ccc(-c2nccc(-c3ccc(Cl)cc3)n2)cc1	-6.0%	-3%	1%	1.1	-6%	0.1%	-4	720	3%	-1%
O=C(c1cccc2nc3ccccc3nc12)N1CCOCC1	/	5%	12%	/	/	2.0%	-11	682	/	-2%
C=CCNC(=O)c1sccc1Oc1ccc(F)cc1[N+](=O)[O-]	-4.3%	5%	-4%	1.1	-6%	0.5%	/	/	-13%	-5%
Cc1c(-c2cccs2)[n+](=O)c2c(n1[O-])CCCCC2	-6.4%	-3%	6%	1	2%	0.5%	/	/	2%	3%
CC1CCN(c2ccc([N+](=O)[O-])cn2)CC1	-5.3%	13%	14%	1	18%	0.0%	-12	614	12%	0%
CSCC[C@H](NC(=O)OC(C)(C)C)c1nnc(SCc2cccc(F)c2)o1	-5.7%	-2%	2%	1	8%	0.1%	/	/	-4%	2%
COc1ccc2nc(NCCO)[nH]c2c1	-5.3%	5%	-3%	1	-1%	0.0%	/	/	-23%	-5%
S=c1[nH]nc(-c2cccs2)n1C1CCCCC1	/	10%	0%	/	/	/	-9	657	/	-6%
COC(=O)c1cc(C(=O)OCC(=O)NCc2ccc3c(c2)OCO3)cc([N+](=O)[O-])c1	0.5%	-4%	0%	1.1	0%	1.5%[50 µM]	-2	603	-6%	11%
CCCCC1N2CC3([N+](=O)[O-])CN1CC([N+](=O)[O-])(C2)C3(C)C (stereo not given)	-36%	2%	-9%	1.1	2%	0.1%	1	622	9%	1%
O=C(Cc1sc(-c2ccccc2)nc1-c1ccccc1)Nc1ccc(Cl)cc1	-4.7%	-3%	2%	1	6%	-0.3%	11	763	4%	0%
O=C(Nc1ccccc1-c1nnn(CC(=O)N2CCCc3ccccc32)n1)c1ccco1	-3.2%	-1%	-4%	1.1	17%	1.2%	/	/	18%	3%
O=C(Cn1c2c(c(-c3ccccc3Cl)cc1=O)CCC2)NCCCN1CCOCC1	/	5%	14%	/	/	0.8%[50 µM]	16	741	/	6%

Reprinted from the part before: four compounds, then new ones.
SMILES	XIAP antagonists	P. falciparum M1AAP	M17LAP inhibition	TNAP activators	PMI inhibition	UTI89 phage lysis	Hep lipid drop	Hep lipid drop cells 6.5 µM	PMI inhibitors	SIAH1 antagonists
CCCCC1N2CC3([N+](=O)[O-])CN1CC([N+](=O)[O-])(C2)C3(C)C (stereo not given)	-36%	2%	-9%	1.1	2%	0.1%	1	622	9%	1%
O=C(Cc1sc(-c2ccccc2)nc1-c1ccccc1)Nc1ccc(Cl)cc1	-4.7%	-3%	2%	1	6%	-0.3%	11	763	4%	0%
O=C(Nc1ccccc1-c1nnn(CC(=O)N2CCCc3ccccc32)n1)c1ccco1	-3.2%	-1%	-4%	1.1	17%	1.2%	/	/	18%	3%
O=C(Cn1c2c(c(-c3ccccc3Cl)cc1=O)CCC2)NCCCN1CCOCC1	/	5%	14%	/	/	0.8%[50 µM]	16	741	/	6%
Cc1ccc(S(=O)(=O)NC(N)=NCCc2ccc(Cl)cc2)cc1	-12%	0%	6%	1.2	-2%	-5.8%	11	384	12%	7%
Cc1ccc(C(=O)N2NC(c3ccccc3F)C3C(=O)N(c4cccc(C)c4)C(=O)C32)cc1 (stereo not given)	-9.5%	-4%	9%	1	18%	3.8%	0	746	13%	0%
COc1ccc(-n2c(SCC(=O)Nc3cccc(S(N)(=O)=O)c3)nc3ccccc3c2=O)cc1OC	/	8%	-1%	/	/	-0.2%	-21	716	/	-6%
Cc1cccc(NC(=S)NC(=O)c2ccc(Br)o2)c1	-18%	2%	-6%	0.8	5%	0.4%	26	727	15%	1%
Cc1ccc(NS(=O)(=O)c2cccc(C(=O)O)c2)cc1S(=O)(=O)N1CCCCC1	-6.3%	17%	-3%	1.1	-8%	-0.7%[50 µM]	-31	580	-4%	1%
O=C(NC12CC3CC(CC(C3)C1)C2)c1cncc(O)c1	-6.8%	9%	6%	1.1	5%	0.5%	17	695	7%	6%
CCC(=O)Nc1ccc(Cl)c(NC(=S)NC(=O)c2ccco2)c1	-2.9%	7%	0%	1.3	-2%	0.2%	-5	700	1%	2%
Cc1csc(SCc2ccc(C(=O)O)cc2)n1	-7.5%	7%	4%	1.1	-13%	0.7%	8	819	-2%	-4%
Cc1nc(NCC2CC2)c2nnn(Cc3ccccc3)c2n1	-7.5%	1%	-5%	1	59%*	0.2%	0	749	28%	2%
CCOc1ccccc1Nc1nc2ccccc2[nH]1	-0.5%	15%	-3%	1.1	0%	-0.5%	-15	697	4%	0%
COCCSc1ccccc1C(=O)Nc1nnc(C)s1	-2.2%	7%	13%	1.1	10%	2.0%	13	754	8%	-2%
Cn1nc(C(=O)Nc2sccc2C(N)=O)ccc1=O	5.3%	1%	-8%	1.1	18%	-0.2%	/	/	10%	0%
O=C(CSCc1ccc(Cl)cc1)NN=C1CCCCCC1	-4.8%	5%	9%	1	2%	1.4%	-67	577	9%	-1%
CN(C)C(=O)N1CCCC(C(=O)NCCc2ccccc2)C1 (stereo not given)	-11%	2%	-4%	1	9%	-3.3%	/	/	8%	-2%
Cc1cc(-c2n[nH]c(=S)n2/N=C/C=C/c2ccco2)n[nH]1	/	8%	5%	/	/	-1.5%	-25	759	/	35%
CC(C)NC(=S)N1CCN(c2ncccn2)CC1	4.7%	5%	-3%	1.1	3%	2.3%	22	741	2%	-4%
CCN(CC(=O)Nc1cc(Cl)ccc1OC)CC(=O)NC1CCS(=O)(=O)C1 (stereo not given)	/	-4%	-5%	/	/	-1.3%[50 µM]	-3	698	/	18%
CCc1ccc(-c2ccc(SCC(=O)NCC3CCCO3)nn2)cc1 (stereo not given)	-0.5%	2%	-1%	1.1	-4%	0.4%	-4	676	-2%	3%
CC1CCCCN1C(=O)COC(=O)/C=C/c1ccc2ccccc2n1 (stereo not given)	-7.7%	5%	19%	1	-3%	-0.3%	-9	632	0%	-2%
Cc1oc(-c2ccc(Cl)cc2)nc1CN1CCCC(C(=O)N2CCN(C(=O)c3ccco3)CC2)C1 (stereo not given)	-2.2%	4%	-3%	1	-5%	8.1%	/	/	-5%	3%
CC(=O)CC(=O)Nc1ccc(C(N)=O)cc1	-5.6%	0%	4%	1.1	6%	-0.2%	12	701	4%	0%
COc1ccccc1CNC(=O)N/C=C/c1ccc(Cl)cc1	-5.7%	2%	-2%	1.3	-28%	1.1%	4	735	-44%	2%
C=CCN1C(=O)C(Cc2ccccc2Cl)SC1=Nc1ccc(C(=O)O)cc1 (stereo not given)	/	5%	-7%	/	/	0.3%[50 µM]	-7	688	/	-4%
CCOc1ccc(CC(=O)C2=C(N3CCOCC3)CC(C)(C)CC2=O)cc1OCC	0.9%	1%	5%	1	-4%	1.1%	21	701	-25%	13%
